# Giardia kill – Giardia lamblia killing; actives 0.15% (n = 340,000); Giardia lamblia trophozoite viability; activity change, % at 7.66 µM, hits read low; AID 540267; in the data active means activity change below about -80%; inconclusive means between about -30% and that limit;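 further: parasites exposed to compound for two days anaerobically before the ATP read; on the % scale 0 is the no-effect control and ±100 the full control effect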
#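 ATP-content bioluminescence gauges trophozoite survival. Cells (100/well) receive compound and incubate anaerobically for 48 hrs at 37 deg C; detection reagent follows for 15-30 min at room temperature.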
# Menin-MLL TR inh – displaces Texas Red mutant MLL peptide from human menin | O00255 | Menin + Texas Red MLL mutant peptide, fluorescence polarization | Potency, µM (top dose mostly 61.6 µM), for inactives: at the top dose FP activity change, negative = inhibition, most hits filed as inhibitors | actives 0.23% (n = 270,000); active means well fitted inhibition curve with a large enough effect in the polarisation, with a control signal flat, not every such curve was filed as active; inconclusive means small, poorly fitted or top-dose-only effect, or effect the other way, or a change in a side signal; inactive means no such curve, though single readings can be large or run the other way; the % refers to the polarisation; further: potency means the concentration at half of the fitted maximal effect; % of control where 0% means no effect; many of its hits are not listed in these tables
# Chronic BCR inh – chronic active BCR signaling inhibition; ABC-DLBCL IkBa-CBG/CBR reporter, luminescence ratio, 4 h; Potency, µM (highest dose often 46.1 µM), without a hit: at the highest dose ratio change, negative = lower green/red ratio, usual class: inhibitors; actives 0.05% (n = 340,000); active means well fitted inhibition curve with a large enough effect in the signal ratio, with a control signal flat, not every such curve was filed as active; inconclusive means small, poorly fitted or top-dose-only effect, or effect the other way, or a change in a side signal; the % refers to the signal ratio;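 further: potency means the concentration at half of the fitted maximal effect; plate controls were basal doxycycline-induced cells for no effect and cells given 10 µM MG132 for full effect; MG132 reads +100%, hits lower the ratio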
#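 Doxycycline induced both beetle luciferases in TMD8 lymphoma cells; IKK-driven degradation limits the IkappaBalpha-fused green signal, while red luminescence normalises for cell number and nonspecific effects. Compounds tested up to 46 uM, 4 hrs.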
# PKM2 act – increases activity of human pyruvate kinase M2. P14618. purified PKM2, Kinase-Glo ATP luminescence, activation; response scale: 0% is enzyme alone, no compound. Potency, µM (top dose mostly 57.5 µM), without a hit: top-dose activation, usual class: activators. actives 0.34% (n = 260,000); further: potency means the concentration at half of the fitted maximal effect; on the % scale 0 is the no-effect control and ±100 the full control effect; nearly all actives have a fitted effect of over 55% in size
#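 Purified hPK-M2 (>95% pure) converted ADP (0.1 mM final) to ATP with 0.5 mM PEP in 50 mM imidazole pH7.2, KCl, MgCl2, Tween 20, BSA; 1 h at room temperature. ATP detected by Kinase-Glo luminescence.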
# TSG101-PTAP inh – blocks PTAP/TSG101 interaction to inhibit HIV-1 budding; Fluorescence polarization, FITC-PTAP peptide / Tsg101 binding; Potency, µM (highest dose often 115 µM), without a hit: at the top dose activity change, negative = inhibition, actives largely listed as inhibitors; 340,000 tested, under 10 active; AID 493005; active means well fitted inhibition curve with a large enough effect in the main read-out, with a control signal flat, not every such curve was filed as active; inconclusive means small, poorly fitted or top-dose-only effect, or effect the other way, or a change in a side signal; inactive means no such curve, though single readings can be large or run the other way; further: potency means the concentration at half of the fitted maximal effect; % of control where 0% means no effect
# Target sequence (Q99816 whole entry, looked up): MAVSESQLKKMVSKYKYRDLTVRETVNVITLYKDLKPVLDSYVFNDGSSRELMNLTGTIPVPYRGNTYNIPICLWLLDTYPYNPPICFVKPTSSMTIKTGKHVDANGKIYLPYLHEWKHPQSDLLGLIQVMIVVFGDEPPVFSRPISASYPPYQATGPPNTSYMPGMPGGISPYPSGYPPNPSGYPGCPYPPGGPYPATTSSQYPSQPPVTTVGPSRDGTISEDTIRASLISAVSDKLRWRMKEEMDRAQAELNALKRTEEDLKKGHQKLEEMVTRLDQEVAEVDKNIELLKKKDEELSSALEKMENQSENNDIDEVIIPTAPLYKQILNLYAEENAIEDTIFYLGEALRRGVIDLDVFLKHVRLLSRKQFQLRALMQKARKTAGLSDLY
#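 Tsg101 binding domain (10 uM final) was mixed with compound and a FITC-labeled PTAP peptide (50 nM final) in HEPES pH 7.5 buffer with NaCl, Tween 20, EDTA and TCEP; fluorescence polarization was read after 20 min at r.t.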
# Tb PFK block – blocks T. brucei phosphofructokinase; T. brucei PFK, ADP-Glo luminescence; Potency, µM (top dose mostly 57.5 µM), for inactives: top-dose activity, negative = inhibition, usual class: inhibitors; actives 0.17% (n = 330,000); AID 485367;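 further: potency means the concentration at half of the fitted maximal effect; 0% = uninhibited 1x PFK enzyme wells and -100% = no-enzyme wells; nearly all actives have a fitted effect of over 60% in size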
#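 In TEA buffer at pH 8.0 with 5 mM MgCl2, enzyme (1.25 nM) converted F6P (0.5 mM) and ATP (0.1 mM) for 45 min at room temperature. ADP product was read by luciferase luminescence.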
# S-ASM inh – human S-ASM enzyme inhibition. P17405. placental ASM, HMU-PC fluorogenic substrate, 60 min. Potency, µM (top dose mostly 57.5 µM), inactives show at the top dose activity change, negative = inhibition, most hits filed as inhibitors. actives 0.006% (n = 340,000). AID 504937; further: potency means the concentration at half of the fitted maximal effect
#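 HMU-PC0 cleavage (9 uM final) by human placental ASM, 60 min at 37 °C following 10 min compound exposure at RT; stopped at pH 10, fluorescence Ex 386/Em 447 nm.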
# B2AR arrestin – recruits beta-arrestin to the human beta2-adrenergic receptor; P07550; beta-arrestin recruitment to beta2AR, cell-based reporter; Potency, µM (doses to about 46.1 µM), for the others: at the top dose activation, actives largely listed as activators; actives 0.02% (n = 330,000);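 further: potency means the concentration at half of the fitted maximal effect; 0% = DMSO controls and full agonism = EC100 isoproterenol or metaproterenol; nearly all actives have a fitted effect of over 65% in size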
# FBPA coupling cs – counter-screen for Giardia aldolase inhibitors: coupling enzyme system; coupling enzyme system counterscreen, AmpLite Red fluorescence; activity change, negative = inhibition, % at 58.2 µM, hits read low; actives 0.67% (n = 290,000); in the data active means activity change below about -30%; further: on the % scale 0 is the no-effect control and ±100 the full control effect
#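 First, compound is pin-transferred into glyceraldehyde-3-phosphate coupling-enzyme reagent at 57.5 uM final and held 10 min at RT. Next, substrate, coupling system and AmpLite Red are added. After 20 min RT, fluorescence (525/598 nm) is read.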
# GALK inh – blocks human galactokinase activity; P51570; Purified GALK, Kinase-Glo residual ATP luminescence; Potency, µM (doses to about 57.5 µM), for the others: at the top dose activity change, negative = inhibition, actives largely listed as inhibitors; actives 0.007% (n = 270,000); further: potency means the concentration at half of the fitted maximal effect; on the % scale 0 is the no-effect control and ±100 the full control effect
# Target sequence (P51570 whole entry, looked up): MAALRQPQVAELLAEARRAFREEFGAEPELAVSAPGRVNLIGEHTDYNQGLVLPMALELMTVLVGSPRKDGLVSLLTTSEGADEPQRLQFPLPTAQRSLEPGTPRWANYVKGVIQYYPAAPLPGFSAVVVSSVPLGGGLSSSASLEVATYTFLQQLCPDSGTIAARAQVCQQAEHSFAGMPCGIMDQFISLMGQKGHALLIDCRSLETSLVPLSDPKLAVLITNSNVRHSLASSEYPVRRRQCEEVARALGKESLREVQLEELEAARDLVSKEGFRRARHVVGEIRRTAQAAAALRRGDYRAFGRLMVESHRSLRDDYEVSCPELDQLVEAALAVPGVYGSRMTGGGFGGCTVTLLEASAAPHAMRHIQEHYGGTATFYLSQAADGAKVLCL
#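 GALK at 5 nM final was combined with compound, 35 uM ATP and 100 uM galactose in HEPES pH8.0 with MgCl2 and DTT. The reaction ran one hour at room temperature before luminescent ATP detection.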
# Integrin act MD – integrin-mediated muscular dystrophy alleviation activation. alpha7betagal myoblasts, beta-gal FDG fluorescence, 48 h. Potency, µM (top dose mostly 38.3 µM), without a hit: top-dose activation, actives largely listed as activators. actives 0.064% (n = 350,000);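 further: potency means the concentration at half of the fitted maximal effect; 100% = response of the positive control SU9516; nearly all actives have a fitted effect of over 60% in size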
#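 alpha7betagal+/- myoblasts (passage 13, 250/well) treated 48 h at 37C with compounds at 1:260 dilution of DMSO stock. Lysed, then beta-galactosidase activity read as FDG fluorescence (ex 480/em 540) after 30 min, with pre-read for autofluorescence.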
# Starred values were filed as active, the others as inactive; ? = inconclusive; / = not tested or not shown; [ ] = another dose, or the depositor's remark. Unless noted, the call rests on the fitted dose curve; in most records, active means well fitted curve in the direction sought with a large enough effect; inconclusive means small, poorly fitted or top-dose-only effect, or another doubt; inactive means no such curve, though single readings can be large; an effect the other way counts as inactive or inconclusive. This is a subset; the hit share may differ from the screen's.
SMILES,Giardia kill,Menin-MLL TR inh,Chronic BCR inh,PKM2 act,TSG101-PTAP inh,Tb PFK block,S-ASM inh,B2AR arrestin,FBPA coupling cs,GALK inh,Integrin act MD
CS/C(N)=N/N=C/c1ccc2c(c1)OCO2,-3,/,?,0%,0%,1%,0%,0.0%,0,-2%,-5%
CCOC(=O)c1c(-c2cccs2)csc1NC(=O)CN(CC)CC,-4,-16%,?,-10%,-1%,-3%,-1%,0.5%,0,/,-17%
CCOC(=O)CNc1nc(C(C)(C)C)nc2c1nnn2Cc1ccccc1,43[activator],-23%,0%,-3%,-4%,0%,-9%,-0.2%,-5,-3%,-16%
N=C1C(c2nc3ccccc3c(=O)[nH]2)=C(O)CN1c1ccccc1,/,-11%,?,-3%,/,-2%,/,0.3%,-2,0%,/
C=CCN(C(=O)c1ccc2snnc2c1)c1ccccc1,3,?,10%,-2%,0%,-5%,-3%,-0.1%,1,9%,21%
COc1ccccc1-c1coc2cc(O)cc(O)c2c1=O,3,-4%,?,-3%,-1%,0%,-6%,-0.1%,-5,-4%,-4%
NS(=O)(=O)c1ccc(CCNC(=O)Cc2ccccc2[N+](=O)[O-])cc1,-1,-2%,2%,0%,-5%,-4%,1%,0.0%,0,3%,0%
COCCn1c(SCC(N)=O)nnc1-c1c[nH]c2ccccc12,13,-3%,1%,3%,-1%,-2%,-4%,0.2%,0,1%,15%
Cc1ccc(C)c(NC(=S)NNc2ccc(F)cc2F)c1,-13,?,?,/,-2%,-9%,1%,?,-4,9%,-59%
CCc1ccc(C(=O)NCc2ccc(Cl)cc2Cl)cc1,9,1%,2%,-3%,-5%,-2%,-1%,-1.0%,-2,4%,-4%
Cc1ccc(Cl)c2c1NC(=O)C2(O)CC(=O)c1ccccc1O (stereo not given),-20,15%,-21%,-12%,1%,0%,-2%,-0.1%,1,-1%,-27%
Cc1sc(NC(=O)c2oc3ccccc3c2C)c(C#N)c1C,-2,-4%,4%,-7%,-6%,-5%,17%,-0.8%,0,-1%,-5%[7.66 µM]
CN(C(=O)NC1CCCCC1)c1ccccc1,8,-12%,3%,-32%,-2%,0%,-3%,-0.2%,2,0%,-8%
Cn1nc([N+](=O)[O-])nc1Oc1ccccc1F,-20,-9%,4%,0%,-1%,0%,4%,-0.4%,-4,6%,0%
COc1cc(OC)c2ccc(=O)oc2c1,-4,-15%,-1%,/,-8%,0%,120%[activator],0.1%,1,/,21%
Cc1cc(NC(=O)CSc2nnc(NC(=O)C3CC(=O)N(c4ccccc4)C3)s2)no1 (stereo not given),26,-9%,0%,8%,-1%,0%,-3%,-0.4%,1,0%,5%
NC1=NC[C@H](c2ccccc2)N1CCc1cc(C(F)(F)F)cc(C(F)(F)F)c1,-14,/,?,1%,0%,2%,-2%,-0.3%,5,1%,-41%
CCCCN1CCCC1CNC(=O)c1cc(C#N)c2ccccc2c1OC (stereo not given),/,-19%,6%,0%,/,-2%,/,-0.1%,3,5%,/
O=C(CCn1cnnn1)Nc1ccc(F)cc1,8,-1%,?,-2%,2%,-4%,0%,-0.7%,-14,0%,21%
O=C(Nc1ccc(NC(=O)c2cccs2)cc1)c1cccnc1,7,?,2%,-8%,1%,3%,5%,0.1%,2,-3%,-7%
CCOCCn1c(SCC)nc2c1c(=O)[nH]c(=O)n2C,3,-8%,11%,-14%,-3%,-3%,4%,-0.7%,2,-2%,-4%
Cc1ccc(S(=O)(=O)N(CC(=O)Nc2cccc([N+](=O)[O-])c2)C2CCCCC2)cc1,9,?,27%,2%,-8%,1%,-10%,-0.3%,-1,-1%,13%
O=C1CC(SCc2nc3ccccc3[nH]2)C(=O)N1c1cccc(Cl)c1 (stereo not given),7,19%,-1%,2%,-2%,0%,1%,-0.4%,-2,-3%,-26%
Cc1ccc(C(=O)c2cnc3cc4c(cc3c2S(=O)(=O)c2ccccc2)OCCO4)cc1,-6,-1%,?,6%,-3%,7%,37%[activator],0.3%,0,0%,-54%[inhibitor]
Oc1oc(-c2ccccc2)nc1C=NCc1ccccc1,-4,13%,14%,10%,-8%,5%,-10%,0.4%,1,0%,0%
Cc1ccc(S(=O)(=O)c2cccc(S(=O)(=O)N3CCCC3)c2)cc1S(=O)(=O)N1CCCC1,-15,5%,1%,-1%,-7%,-1%,-3%,-0.3%,2,-1%,-53%[inhibitor]
Cc1cc(C)c(OCC(=O)NCCCn2nc(C)cc2C)c(C)c1,0,/,3%,/,0%,6%,-3%,-1.0%,/,/,-17%
CCOc1ccc(OCc2ccc(C(=O)NC(C)(C)C)o2)cc1,7,-20%,-2%,0%[11.5 µM],-4%,2%,14%,0.2%,0,-5%,-41%[inhibitor]
CC1(c2cc(F)ccc2F)NC(=O)N(CC(=O)Nc2cccc(S(=O)(=O)N3CCCC3)c2)C1=O (stereo not given),6,/,1%,/,0%,-5%,4%,-0.1%,/,/,-2%
O=C(Oc1ccc(N(C(=O)c2ccncc2)S(=O)(=O)c2ccc(Cl)cc2)cc1)c1ccncc1,5,15%,?,-1%,-5%,4%,4%,0.6%,-2,-1%,-35%
CC(C)c1cc(C(=O)N2CCCC(N3CCN(c4ccccc4F)CC3)C2)nc(N)n1 (stereo not given),-4,/,0%,/,-3%,2%,2%,0.5%,/,3%,?
Nc1nc(-c2ccc(Cl)cc2)nc(-c2ccc(Cl)cc2)n1,1,/,5%,-2%,-2%,-9%,-1%,-0.3%,1,-1%,0%
COc1ccccc1OCCNC(=O)c1ccccc1OCc1c(C)noc1C,3,/,1%,/,-2%,0%,-1%,0.2%,/,/,-33%
C=CCN1C(=O)C(Cc2ccc(Br)cc2)S/C1=N\N=C\c1ccco1 (stereo not given),-8,7%,-11%,0%,0%,0%,-20%,-0.1%,2,/,16%
O=C(Nc1ccon1)c1cc(-c2ccccc2)nc2ccccc12,?,49%[activator],?,-5%,-2%,-2%,-8%,0.0%,0,-4%,-16%
Cc1ccc(S(=O)(=O)N(C)C)cc1NC(=O)COC(=O)/C=C/c1ccc(F)cc1,-17,/,0%,/,-5%,-7%,1%,-0.1%,/,/,8%
COc1ccccc1N1CCN(C(=O)c2cccc(S(=O)(=O)Nc3ccccc3F)c2)CC1,16,/,0%,/,0%,7%,3%,-0.1%,/,/,5%
CN(Cc1cccnc1)C(=O)CCCc1c[nH]c2ccccc12,-19,-19%,1%,1%,0%,3%,1%,0.4%,-4,0%,9%
CCc1ccc(OC(C)C(=O)N(Cc2ccccc2)C2CCS(=O)(=O)C2)cc1 (stereo not given),23,1%,1%,/,-8%,3%,-1%,-0.2%,1,-1%,-19%
Cc1cccc(C(=O)Oc2cc(C)[nH]c(=O)c2[N+](=O)[O-])c1,11,/,-2%,/,0%,0%,1%,0.0%,/,-1%,32%
CCCSc1nnc(NC(=O)c2ccco2)s1,13,9%,?,-5%,-4%,2%,0%,0.0%,-1,1%,-15%
CCC(C)(C)n1nnnc1C(c1cc2cc(OC)ccc2[nH]c1=O)N1CCc2ccccc21 (stereo not given),-2,-1%,5%,-2%,0%,-6%,-15%,-0.2%,-21,2%,10%
FC(F)(F)c1ccc2c(c1)[nH]c(=S)n2C1CC1,-5,9%,?,17%,0%,-19%,3%,-0.2%,0,-1%,10%
NC(=O)COc1ncnc2scc(-c3ccc(F)cc3)c12,-5,-2%,6%,13%,-3%,7%,2%,-0.5%,0,9%,21%
CC(C)(C)OC(=O)N1CCC(CC2CC(c3ccc(Cl)cc3)=NO2)(C(=O)NCC2CCCCC2)CC1 (stereo not given),0,-12%,?,-3%,-2%,4%,-10%,-0.8%,-6,/,-3%
CC(C)(C)n1ncc2c(=O)n(CC(=O)N3CCCCC3)cnc21,-7,5%,1%,-4%,-4%,-1%,3%,-0.8%,1,-2%,-6%
CCC1(c2ccc(F)cc2)NC(=O)N(CC(=O)Nc2ccc(C(N)=O)cc2)C1=O (stereo not given),-23,28%,-7%,1%,1%,0%,0%,0.2%,2,13%,1%
CCCN(C1CCS(=O)(=O)C1)S(=O)(=O)c1ccc2ccccc2c1 (stereo not given),-7,/,0%,/,-2%,1%,2%,0.2%,/,/,-3%

# Screening data as filed in PubChem.
